CHRM1 PAM: positive allosteric modulators of human M1 muscarinic receptor; P11229; CHO-K1 hM1, Fluo-8 calcium fluorescence, ACh EC20; 0% = ACh EC20, 100% = maximal ACh; activation, % at 3 µM; 360,000 tested, 0.088% active; in the data active means activation above about 19%, passing the limit was not always enough
Target sequence (P11229 whole entry, looked up): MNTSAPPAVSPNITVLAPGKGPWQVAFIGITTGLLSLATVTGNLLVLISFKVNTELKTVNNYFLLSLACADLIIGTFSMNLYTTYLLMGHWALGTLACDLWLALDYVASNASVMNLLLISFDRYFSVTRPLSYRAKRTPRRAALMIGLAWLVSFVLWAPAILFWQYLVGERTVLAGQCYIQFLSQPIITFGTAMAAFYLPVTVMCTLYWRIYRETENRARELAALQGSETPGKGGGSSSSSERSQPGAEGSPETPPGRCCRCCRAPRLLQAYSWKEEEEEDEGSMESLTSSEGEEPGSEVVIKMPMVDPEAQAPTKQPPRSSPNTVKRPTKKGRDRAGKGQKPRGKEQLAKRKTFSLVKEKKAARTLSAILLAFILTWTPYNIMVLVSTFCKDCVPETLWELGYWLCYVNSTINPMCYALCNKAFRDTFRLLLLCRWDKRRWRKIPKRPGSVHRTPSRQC
M1 PAM parental: M1 PAM counterscreen hit in parental CHO-K1 cells; 360,000 tested, 0.02% active; activation, % at 3 µM; ATP EC20, Fluo-8 calcium fluorescence; 0% at ATP EC20, 100% at ATP max;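 active means activation above the run cutoff, the mean activation of all test compounds plus 3 SD, cut at about 40% in these data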;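 further: peak over basal fluorescence ratio in a 140 s read after ATP addition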
CHRM1 antagonist: blocks human M1 muscarinic receptor; P11229; CHO-K1 hM1, Fluo-8 calcium fluorescence, ACh EC80 antagonist; inhibition, % at 3 µM; 360,000 tested, 1.3% active; AID 588852;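 active means percent inhibition above its own plate's cutoff, namely the mean of that plate's compound wells plus 3 SD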;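 further: peak over basal fluorescence ratio during 140 s after agonist addition; 0% = ACh EC80 plus DMSO and 100% = DMSO alone without agonist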
TAAR1 antagonist: human TAAR1 antagonism. Q96RJ0. CHO RD-HGA16 TAAR1, Fluo-8 calcium fluorescence, antagonist. inhibition, % at 3 µM. 360,000 tested, 1.5% active;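 active means inhibition above a per-plate cutoff, the mean inhibition of test compounds on that plate plus 3 SD, cut at about 49% in these data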;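 further: 0% = DMSO plus EC80 beta-PEA response and 100% = DMSO alone without agonist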
Target sequence (Q96RJ0 whole entry, looked up): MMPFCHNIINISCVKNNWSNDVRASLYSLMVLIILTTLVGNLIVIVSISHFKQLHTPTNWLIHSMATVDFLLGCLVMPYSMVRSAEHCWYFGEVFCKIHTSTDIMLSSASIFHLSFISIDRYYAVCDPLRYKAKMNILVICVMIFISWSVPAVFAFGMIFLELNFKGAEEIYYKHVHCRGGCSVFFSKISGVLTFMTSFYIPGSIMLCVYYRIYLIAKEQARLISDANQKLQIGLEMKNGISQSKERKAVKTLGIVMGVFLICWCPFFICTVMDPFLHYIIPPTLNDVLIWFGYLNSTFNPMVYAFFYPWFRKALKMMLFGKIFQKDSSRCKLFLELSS
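Material: CHO RD-HGA16 cells bearing hTAAR1; compound dosing: one-point dosing, 3 µM nominal final; schedule: dye loading 75 min at 37 °C, then 30 min room temperature; measured by: calcium fluorescence with Fluo-8; control set: vehicle and agonist controls; replication: n of 1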
M1 ag: activates human CHRM1 receptor | CHO-K1 hM1, Fluo-8 calcium fluorescence, agonist mode; 0% DMSO, 100% acetylcholine EC100 | activation, % at 3 µM | 360,000 tested, 0.33% active;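 active means activation above the run's mean compound activation plus 3 SD, cut at about 16% in these data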;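 further: peak over basal fluorescence ratio within a 140 s kinetic read after compound addition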
CHO-K1 Ca antag: M1 antagonist counterscreen hit in parental CHO-K1 cells | ATP-induced calcium, Fluo-8 fluorescence | inhibition, % at 3 µM | 360,000 tested, 0.6% active;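 active means inhibition above a per-plate cutoff, the plate's mean sample inhibition plus 3 SD, cut at about 24% in these data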;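 further: 0% = DMSO plus EC80 ATP and 100% = DMSO alone without ATP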
M1 ag parental: nonselective activator or artifact in parental CHO-K1 cells; Fluo-8 calcium fluorescence; scaled to maximal ATP response, vehicle zero; 360,000 tested, 0.48% active; activation, % at 3 µM; in the data active means activation above about 15%;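 further: untransfected CHO-K1 host cells lacking M1 receptor as counterscreen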
TAAR1 ag: agonists of human TAAR1; CHO RD-HGA16 TAAR1, Fluo-8 calcium fluorescence; vehicle wells 0%, saturating PEA agonist 100%; activation, % at 3 µM; 360,000 tested, 0.99% active; AID 624467;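 active means activation above the mean activation of all test compounds in the run plus 3 SD, cut at about 38% in these data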
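System: CHO-derived RD-HGA16 cells with stable Gα16 and human TAAR1. Times: 17-24 h plating, Fluo-8 75 min 37 °C, 30 min RT. Measured by: calcium-sensitive Fluo-8 signal, excitation 470-495, emission 515-575 nm. Read-out basis: % activation relative to PEA EC100 response. Control set: DMSO and PEA EC100. Repeats: no replicates (n 1).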
CHO parental Ca: signal in parental CHO cells, OX1R antagonist counter-screen; parental CHO-K1, ATP-induced calcium, Fluo-8 fluorescence; inhibition, % at 5.6 µM; 330,000 tested, 0.63% active;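 active means inhibition above that plate's mean sample inhibition plus 3 SD, cut at about 26% in these data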;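 further: 0% = ATP-challenged DMSO wells and 100% = DMSO wells without ATP; some compounds past the cut are filed as inactive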
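Assay system – parental CHO cells · Reagent – ATP stimulus · Detection – intracellular calcium via Fluo-8 no-wash fluorescent dye · Evaluation – percent inhibition of ATP-evoked calcium rise, normalized to controls · Controls – ATP wells versus no-ATP DMSO wells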
An asterisk follows results filed as active; . = not tested or not shown.

1. Cc1ccccc1NC(=O)C1CC(=O)N(Cc2ccccc2)C1 (stereo not given)
2. O=C(NC1CCC(O)CC1)c1ccc(S(=O)(=O)NCc2ccco2)cc1 (stereo not given)
3. CCN(CC)c1ccc(/C=N/NC(=O)c2cccc(S(=O)(=O)Nc3ccccc3OC)c2)c(O)c1
4. CN(C)C(CNC(=O)C1CCN(S(=O)(=O)c2cccc(C(F)(F)F)c2)CC1)c1ccccc1 (stereo not given)
5. CCOC(=O)C1=C(C)NC(=O)NC1c1ccc(-c2ccccc2F)o1 (stereo not given)
6. CN(CC(=O)Nc1cccc(F)c1)C(=O)c1ccc(COc2ccccc2)cc1
7. COC(=O)CCCN1C(=O)NC(c2ccc(-c3ccccc3)cc2)C(C(=O)OCc2ccccc2)=C1C (stereo not given)
8. CCN(CC(=O)Nc1c(F)cccc1F)C(=O)c1ccc(=O)n(Cc2ccccc2)n1

entry no.	1	2	3	4	5	6	7	8
CHRM1 PAM	1	11	-3	1	5	14	-8	1
M1 PAM parental	2	14	26	-3	17	3	6	-9
CHRM1 antagonist	4	-10	-2	-6	-1	-9	15	0
TAAR1 antagonist	5	-21	11	-14	2	6	-20	-4
M1 ag	-2	0	-9	-13	-8	4	-4	-2
CHO-K1 Ca antag	-11	3	-7	-11	-5	-8	1	-1
M1 ag parental	-0.1	-0.2	5.7	1.2	1.4	2.9	0.3	0.2
TAAR1 ag	12	0	4	3	-1	7	4	0
CHO parental Ca	-2	8	-10	-18	-16	-9	-20	-14

9. CC1(C)CC2CC(C)(CN2CC(O)COc2ccccc2)C1 (stereo not given)
10. O=C(Nc1cc2c(cc1C(=O)O)OCCCO2)c1ccc(F)cc1F
11. COC(=O)C1C/C(=N/NS(=O)(=O)c2ccc(C)cc2)CS1 (stereo not given)
12. Cc1cc(C)c(O)c(-c2cc(C(=O)Nc3ccc(S(=O)(=O)N4CCOCC4)cc3)[nH]n2)c1
13. Cc1cc(=O)[nH]c(N/N=C/c2sccc2C)n1
14. CCC(=O)NC(=S)Nc1ccc(NC(=O)c2cccc([N+](=O)[O-])c2C)cc1
15. O=c1[nH]c(C(F)(F)F)nc2ccc3ccccc3c12
16. Cc1ccc(Cn2ncc3c(N4CCN(C5CCCC5)CC4)ncnc32)cc1

entry no.	9	10	11	12	13	14	15	16
CHRM1 PAM	3	21	6	1	9	3	-2	4
M1 PAM parental	-10	23	-1	1	14	10	5	16
CHRM1 antagonist	0	-16	-10	7	-3	-1	2	-5
TAAR1 antagonist	4	3	8	38	1	8	-19	-36
M1 ag	-2	-2	-4	2	-6	-3	0	-4
CHO-K1 Ca antag	11	-14	1	19	-6	-1	5	-6
M1 ag parental	-0.7	2.3	0.0	1.4	0.0	7.1	0.4	0.3
TAAR1 ag	2	-2	1	15	7	8	0	1
CHO parental Ca	-19	-5	.	34*	-4	-24	-2	-4

Sorted by molar mass (descending): seven of the compounds above
8. CCN(CC(=O)Nc1c(F)cccc1F)C(=O)c1ccc(=O)n(Cc2ccccc2)n1
14. CCC(=O)NC(=S)Nc1ccc(NC(=O)c2cccc([N+](=O)[O-])c2C)cc1
16. Cc1ccc(Cn2ncc3c(N4CCN(C5CCCC5)CC4)ncnc32)cc1
10. O=C(Nc1cc2c(cc1C(=O)O)OCCCO2)c1ccc(F)cc1F
11. COC(=O)C1C/C(=N/NS(=O)(=O)c2ccc(C)cc2)CS1 (stereo not given)
15. O=c1[nH]c(C(F)(F)F)nc2ccc3ccccc3c12
13. Cc1cc(=O)[nH]c(N/N=C/c2sccc2C)n1

entry no.	8	14	16	10	11	15	13
CHRM1 PAM	1	3	4	21	6	-2	9
M1 PAM parental	-9	10	16	23	-1	5	14
CHRM1 antagonist	0	-1	-5	-16	-10	2	-3
TAAR1 antagonist	-4	8	-36	3	8	-19	1
M1 ag	-2	-3	-4	-2	-4	0	-6
CHO-K1 Ca antag	-1	-1	-6	-14	1	5	-6
M1 ag parental	0.2	7.1	0.3	2.3	0.0	0.4	0.0
TAAR1 ag	0	8	1	-2	1	0	7
CHO parental Ca	-14	-24	-4	-5	.	-2	-4

(cont.)
17. O=C(Cn1c2ccc(F)cc2c2nc3n(c(=O)c21)CCS3)Nc1ccccc1C(F)(F)F
18. COc1cc(-c2nnc3n2CCCCC3)cc(OC)c1OC
19. CC(C)CC(c1nnnn1CCc1ccccc1)N1CCN(C(=O)c2ccco2)CC1 (stereo not given)
20. Cc1cc(N/C=C2\CCCCC2=O)no1
21. CCCn1nnc(NC(=O)COc2ccc(C3CCCCC3)cc2)n1
22. CC(C)C(NC(=O)c1ccc(Cl)cc1)C(=O)O (stereo not given)
23. COc1ccc2[nH]c(C(=O)N/N=C/c3ccccc3OC)cc2c1
24. CC(CCc1ccccc1)NC(=O)c1ccncc1 (stereo not given)

entry no.	17	18	19	20	21	22	23	24
CHRM1 PAM	9	10	-3	-1	8	-5	1	3
M1 PAM parental	7	4	8	-5	4	-6	5	12
CHRM1 antagonist	-19	-8	2	-16	4	15	-3	-6
TAAR1 antagonist	11	-17	-10	-17	46	-12	24	6
M1 ag	-6	-4	-5	-2	6	-2	-2	-4
CHO-K1 Ca antag	-16	-14	-4	-2	1	8	-6	-7
M1 ag parental	0.7	0.9	0.2	0.2	4.0	-0.2	3.5	0.7
TAAR1 ag	1	1	10	4	2	15	4	-1
CHO parental Ca	-19	-1	-6	-1	13	-5	-6	-12

Along the list, quoted from above.
Entries 19–22 in CHRM1 antagonist: 2, -16, 4, 15

The list goes on:
25. COCCN1Cc2c(sc(C)c2C)N(C(=O)c2ccccc2)C1
26. Cc1ccc(NC(=O)CSc2nccn2C)cc1S(=O)(=O)N1CCOCC1
27. Cn1c(=O)c(C(=O)NC2CCCCCC2)c(O)c2ccccc21
28. CCC(CO)Oc1cc(NC(=O)c2cccc(C)c2)c2ncn(C(C)C)c2c1 (stereo not given)
29. NS(=O)(=O)c1ccc(CCNC(=O)CN2CCCCCC2)cc1
30. Nc1cc(Cl)ccc1N1CCCCC1
31. COc1ccc(C(=S)N2CCOCC2)cc1OC(=O)c1ccc(C)cc1
32. CNS(=O)(=O)c1cccc(C(=O)NCC(C)(C)N2CCCCC2)c1

entry no.	25	26	27	28	29	30	31	32
CHRM1 PAM	4	2	-10	-3	12	8	3	9
M1 PAM parental	20	10	-14	-19	2	0	-4	13
CHRM1 antagonist	-27	-3	20	11	-4	-11	4	-16
TAAR1 antagonist	-17	-3	-6	4	11	-10	-2	-10
M1 ag	-4	-5	1	-1	-14	-13	-5	-6
CHO-K1 Ca antag	-7	-1	-2	5	-8	-13	-9	-15
M1 ag parental	0.6	0.7	-0.1	0.1	0.1	-0.1	0.1	2.4
TAAR1 ag	8	0	2	8	8	5	5	4
CHO parental Ca	-24	-8	.	-3	2	-9	-13	2

33. O=C(CCC(=O)c1ccc(F)cc1)OC1CCOC1=O (stereo not given)
34. COc1cccc(/C=N/NC(N)=S)c1OS(=O)(=O)c1ccccc1
35. O=C(Nc1cc(Cl)ccc1-n1cncn1)c1ccc([N+](=O)[O-])o1
36. CCOC(=O)Cc1csc(NC(=O)CC(C)(C)CC(=O)O)n1
37. CCCS(=O)(=O)N1CCN(c2cc3c(cc2[N+](=O)[O-])n(C)c(=O)n3C)CC1
38. N#Cc1cccc(NC(=O)CSc2nnc(-c3n[nH]c4ccccc34)o2)c1
39. COc1cc2c(cc1O)[C@@H]1Cc3cc(O)c(OC)cc3[C@H](C2)N1C
40. CC1CCC(n2c(=S)[nH]c3ccccc3c2=O)CC1 (stereo not given)

entry no.	33	34	35	36	37	38	39	40
CHRM1 PAM	-6	5	9	5	5	-5	-2	2
M1 PAM parental	2	10	12	8	-11	14	10	-5
CHRM1 antagonist	5	-9	-9	-9	-3	-1	-3	-1
TAAR1 antagonist	-1	5	-20	-1	11	27	-8	16
M1 ag	-4	-2	-4	-1	-7	1	-7	-3
CHO-K1 Ca antag	1	0	-3	-2	6	-2	-7	12
M1 ag parental	-0.1	1.5	1.1	0.3	2.3	7.1	0.2	0.4
TAAR1 ag	0	11	3	2	8	20	14	6
CHO parental Ca	-19	-8	-9	-10	2	-21	-20	6

41. O=C(Nc1cnccn1)Nc1cccc(Cl)c1Cl
42. Cc1nnsc1C(=O)Nc1ccc(S(=O)(=O)N2CCCCC2)cc1
43. CCN(CC(=O)Nc1cccc(OC)c1)C(=O)c1cnc(Cl)c(Cl)c1
44. O=C(NCCc1ccccc1)c1ccc2c(=O)[nH]c3c(C(=O)NCC4CCCO4)sc(=S)n3c2c1 (stereo not given)
45. O=C(O)c1cccc(NC(=O)c2ccc3c(c2)C(=O)N(C2CCCCC2)C3=O)c1
46. O=C(Nc1ccc(F)cc1)Nn1cnnc1
47. CSCCC(NC(=O)c1ccc(Cl)cc1Cl)C(=O)N1CCN(C(=O)c2ccccc2)CC1 (stereo not given)
48. CCCc1cc(-c2n[nH]c(=S)n2CC(C)C)cs1

entry no.	41	42	43	44	45	46	47	48
CHRM1 PAM	-1	14	4	-1	-1	-1	-3	-4
M1 PAM parental	17	17	10	-14	-12	-10	15	11
CHRM1 antagonist	1	-4	1	2	8	13	14	-4
TAAR1 antagonist	2	3	-2	52*	-17	-1	-9	-22
M1 ag	-4	3	-4	1	-2	-1	-2	-7
CHO-K1 Ca antag	4	-16	1	-13	1	-3	-14	-10
M1 ag parental	0.2	5.2	0.7	-0.4	0.0	1.6	0.1	0.4
TAAR1 ag	2	9	0	65*	3	23	4	4
CHO parental Ca	-1	6	-3	-6	5	2	.	-9

49. O=C(NC1CC1)c1ccc2c(c1)N(Cc1ccccc1)CCS2
50. CCOC(=O)c1ccccc1NC(=O)[C@@H]1CCCN1C(=O)OC(C)(C)C
51. CCn1nc(C)c(NC(=O)CCSc2nc(-c3ccco3)cc(C(F)(F)F)n2)c1C
52. O=[N+]([O-])c1cc(-c2nnc(Nc3ccccc3)c3ccccc23)ccc1N1CCOCC1
53. C/C(=N\NC(=O)c1ccco1)c1ccc(NC(=O)c2cccs2)cc1
54. CCc1cc2c(=O)n(Cc3ccco3)c(SCC(=O)N(C)C3CCS(=O)(=O)C3)nc2s1 (stereo not given)
55. CCOC(=O)N1CCN(C(=O)CCS(=O)(=O)c2ccc(Br)s2)CC1
56. CC(=O)OCC#CCSc1nc2ccccc2n1C

entry no.	49	50	51	52	53	54	55	56
CHRM1 PAM	-6	4	5	-4	6	-6	16	5
M1 PAM parental	-1	5	3	-10	17	20	-10	10
CHRM1 antagonist	15	-7	-4	3	-7	10	-11	-7
TAAR1 antagonist	-18	5	-2	11	1	2	-3	-13
M1 ag	0	3	-2	-1	-4	-6	5	-6
CHO-K1 Ca antag	3	7	5	5	-10	-13	27*	-2
M1 ag parental	1.4	13	1.5	-0.3	0.5	4.2	-0.1	-0.2
TAAR1 ag	-1	1	5	9	4	1	8	3
CHO parental Ca	-26	-24	-20	-20	8	-28	-11	-10
